CRFR2-BP ag: agonists of CRF-BP/CRF-R2 complex, primary screen, cell-based, HEK293, calcium dye fluorescence, uHTS | CRF-binding protein / CRF receptor 2 complex (human) | calcium dye fluorescence (FLIPR); percent of saturating CRF peptide response | activation, % at 13.2 µM | 350,000 compounds, 0.46% hits | AID 588473, 2011;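 active = activation of at least 50%, plus an integration ratio under a set limit after plate pattern correction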;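 also: plate controls were neutral control wells without compound for no effect and CRF at EC100 for full effect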
CRFR2-BP antag: antagonists of CRF-BP/CRF-R2 complex, primary screen, cell-based, HEK293, calcium dye fluorescence, uHTS; CRF-induced calcium fluorescence; inhibition, % at 11.8 µM; 350,000 compounds, 0.59% hits; AID 588475, 2011;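 active = inhibition of the ligand-induced calcium signal above about 50% at the single tested concentration, limit read from the data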
NS3 helicase inh: inhibitors of HCV NS3 helicase, primary screen, biochemical, Cy5 molecular beacon fluorescence; NS3 helicase DNA unwinding; inhibition, % at 10.9 µM; 290,000 compounds, 0.56% hits;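 active = inhibition above the mean of all tested compounds plus 3 SD, set per campaign, cut at about 35% in these data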;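 also: 0% = DMSO wells and 100% = thioflavine S control wells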
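assay system = NS3 helicase fragment of HCV | buffer or medium = MOPS pH 6.5, MgCl2, DTT, Tween20, BSA | timing = 60 min unwinding reaction at 25 °C after ATP addition | signal = Cy5 beacon fluorescence read at start and 1 h | read-out basis = % inhibition of unwinding | control set = low DMSO, high thioflavine S at 110 µM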
MEKK2mut PB1 HTS: MEK5 binding signal on mutant MEKK2 PB1, primary screen, biochemical, multiplex bead flow cytometry, Alexa488-MEK5; percent response, % at 10 µM; Alexa488-MEK5 binding to MEKK2 mutant; 290,000 compounds, 0.35% hits; in the data active = percent response above about 24%, passing the limit was not always enough; also: inactives centre near 1; some results filed as inactive read as strong as hits
GalR3 antagonist: GalR3 antagonists in HEK293 cells, primary screen, cell-based, fluorescence readout; inhibition, % at 3 µM; AID 651719, 2012; Galanin receptor type 3 (Homo sapiens), O60755; 360,000 compounds, 0.44% hits; HEK293 GalR3-CNG cAMP membrane potential fluorescence; galR3 body fused to GalR1 C-terminus;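 active = inhibition above the screen-wide average plus 3 SD, cut at about 13% in these data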;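 also: forskolin and galanin both at EC90 stimulate the cells; cAMP rise reported by CNG channel membrane potential dye signal; 0% = forskolin plus galanin with DMSO and 100% = forskolin alone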
Target sequence (O60755 1-299 limits assumed): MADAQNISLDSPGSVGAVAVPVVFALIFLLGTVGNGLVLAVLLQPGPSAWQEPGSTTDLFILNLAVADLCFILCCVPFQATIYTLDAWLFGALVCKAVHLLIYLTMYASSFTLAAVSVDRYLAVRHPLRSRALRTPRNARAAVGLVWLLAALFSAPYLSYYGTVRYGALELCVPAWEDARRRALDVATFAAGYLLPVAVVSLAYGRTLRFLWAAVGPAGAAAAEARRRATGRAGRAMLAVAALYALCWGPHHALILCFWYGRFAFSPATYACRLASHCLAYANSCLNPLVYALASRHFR
MEKK3 PB1 HTS: modulators of MEKK3-MEK5 PB1 binding, primary screen, biochemical, wildtype MEKK3, multiplex bead flow cytometry, Alexa488-MEK5; bead-based flow cytometry, Alexa488-MEK5 binding to MEKK3; actives lie on both sides; 0 = blocked by unlabeled MEK5, 100 = vehicle; binding response (% of control), % at 10 µM; 290,000 compounds, 1.4% hits; AID 1529, 2009;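 active = binding response more than 3 SD above or below the average of its plate-row segment, actives on both sides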;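 also: Alexa488 bead fluorescence after subtracting the streptavidin-only scavenger bead signal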
Target sequence (Q99759 whole entry, looked up): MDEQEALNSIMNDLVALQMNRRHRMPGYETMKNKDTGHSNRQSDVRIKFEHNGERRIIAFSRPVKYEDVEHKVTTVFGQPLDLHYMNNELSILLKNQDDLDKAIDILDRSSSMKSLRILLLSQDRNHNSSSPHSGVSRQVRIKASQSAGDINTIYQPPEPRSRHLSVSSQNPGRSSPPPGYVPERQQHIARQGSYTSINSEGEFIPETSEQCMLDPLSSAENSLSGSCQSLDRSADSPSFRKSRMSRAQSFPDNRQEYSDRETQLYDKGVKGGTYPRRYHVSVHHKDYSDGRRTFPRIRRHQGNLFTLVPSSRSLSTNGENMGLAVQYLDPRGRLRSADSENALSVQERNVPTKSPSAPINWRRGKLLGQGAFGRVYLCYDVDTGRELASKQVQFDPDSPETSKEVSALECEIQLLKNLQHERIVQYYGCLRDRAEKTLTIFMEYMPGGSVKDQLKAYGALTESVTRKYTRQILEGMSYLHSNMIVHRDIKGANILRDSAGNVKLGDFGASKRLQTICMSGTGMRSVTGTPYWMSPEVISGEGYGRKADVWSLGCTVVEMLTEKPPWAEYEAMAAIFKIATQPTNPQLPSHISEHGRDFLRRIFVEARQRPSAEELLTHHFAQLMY
MEKK2 WT-MEK5: modulators of MEK5 binding to wildtype MEKK2, primary screen, biochemical, multiplex bead flow cytometry, Alexa488-MEK5. Alexa488-MEK5 binding to MEKK2 WT; actives lie on both sides. 290,000 compounds, 1.1% hits. Mitogen-activated protein kinase kinase kinase 2 (Homo sapiens), Q9Y2U5. binding response (% of control), % at 10 µM; in the data active = binding response below about 67% or above about 130%
DNA FID counter: compounds displacing fluorescent DNA intercalator, primary screen, artefact control for HCV NS3 helicase inhibitor project, biochemical, FID fluorescence | DNA fluorescent intercalator displacement | inhibition, % at 7.9 µM | 290,000 compounds, 0.17% hits | AID 1845, 2009; in the data active = inhibition above about 37%;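 also: 0% = vehicle and 100% = reference compound; higher means more ethidium bromide displaced from hairpin DNA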
UBC9 SUMO inh: inhibitors of in vitro SUMOylation cascade, primary screen, biochemical, HTRF, uHTS. SUMO-conjugating enzyme UBC9 (Homo sapiens), P63279. HTRF SUMOylation assay, SAE1/SAE2 + UBC9. inhibition, % at 35 µM. 290,000 compounds, 0.36% hits. AID 2006, 2009; in the data active = inhibition above about 50%, passing the limit was not always enough; also: strong numbers were not always called active
Target sequence (P63279 whole entry, looked up): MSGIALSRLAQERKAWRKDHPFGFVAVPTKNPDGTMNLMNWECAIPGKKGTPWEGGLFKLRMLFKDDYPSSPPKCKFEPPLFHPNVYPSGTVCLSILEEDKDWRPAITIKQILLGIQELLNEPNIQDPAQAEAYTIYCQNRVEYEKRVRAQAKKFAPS
Starred values were filed as active, the others as inactive; . = no result given; [ ] = dose if it differs, or a comment.

SMILES	CRFR2-BP ag	CRFR2-BP antag	NS3 helicase inh	MEKK2mut PB1 HTS	GalR3 antagonist	MEKK3 PB1 HTS	MEKK2 WT-MEK5	DNA FID counter	UBC9 SUMO inh
COc1ccc(C2=NN(CCC(=O)NCC3CCCO3)C(=O)CC2)cc1 (centres undefined)	-3.1	18	4	1	-4	100	101	-21	3
O=C1CCCCCN1Sc1ccccc1	-0.3	-12	-7	-6	-3	98	94	-4	-6
CSCCC(Nc1nc2ccccc2s1)C(=O)O (centres undefined)	-0.8	13	0	4	-1	120	109	0	9
Cc1ccc(S(=O)(=O)NC(=O)c2ccc(Br)o2)c(C)c1	-1.2	2	-2	1	-5	101	101	-1	7
COc1cccc(-c2nn(-c3ccccc3)cc2C(=O)O)c1	-0.5	-1	0	-17	-2	75	89	1	-4
COc1cc(OC)c(C2C(C(=O)Nc3ccc(C)cc3C)=C(C)Nc3ncnn32)cc1OC (centres undefined)	0.5	11	-11	-2	-2	100	96	-2	4
Cc1ccccc1C(=O)NC1CC2CCC(C1)N2Cc1ccccc1 (centres undefined)	-1.6	12	10	-4	-2	97	101	-2	12
Cn1c(C2CCCN2C(=O)OC(C)(C)C)n[nH]c1=S (centres undefined)	0.7	-3	1	1	-5	102	104	-3	16
CCCCn1c(-c2cccs2)nc2oc3ccccc3c(=O)c2c1=O	-0.7	-19	-3	19	-3	129*	115	-3	7
COc1ccccc1NC(=O)c1ccc(N)cc1	-2.1	13	2	-7	1	89	88	-3	-7
Cc1cc(C)cc(-c2nnc(SCc3ccc(C(=O)O)cc3)o2)c1	-1.4	-3	21	-5	2	103	98	-40	5
O=C(CCN1C(=O)/C(=C\C=C\c2ccccc2)SC1=S)Nc1ccc(C(=O)O)cc1	0.0	11	3	-4	-3	96	89	-3	25
COc1cc(/C=C/C(=O)c2c(O)ccc3c(C)cc(=O)oc23)ccc1O	-2.6	-10	3	2	-1	100	99	-14	20
C=CCN1C(=O)C2(OCCCO2)c2cccc(Cl)c21	-0.5	-4	-4	2	-2	102	104	-5	-4
CCc1ccccc1NC(=O)Nc1ccsc1C(=O)OC	-0.1	-13	8	4	-1	108	104	-17	10
O=C(O)c1ccccc1C(=O)N1CCc2c([nH]c3ccccc23)C1C(F)(F)F (centres undefined)	1.2	4	26	1	-3	99	95	-39	15
Cc1cc(NC(=O)CSc2nnc(COc3ccccc3)o2)no1	0.4	11	1	18	2	112	114	-6	-9
C(=N\Nc1nc2ccccc2[nH]1)/c1cccc2cccnc12	1.8	-24	-23	27	5	96	112	26	-5
O=S1(=O)[C@H]2C[C@@H]3C=C[C@@]2(CN1Cc1ccc(Cl)cc1)O3	0.4	-2	4	1	-1	103	104	-8	12
CCN(CC)C(=O)CCc1nnc(Cc2cccc(C(F)(F)F)c2)o1	2.0	-9	5	-13	3	104	96	-26	9
CCc1cc2c(Nc3ccc(O)cc3)nc(C)nc2s1	-1.8	21	4	-1	-11	97	96	6	-14
O=C(COC(=O)[C@H](Cc1ccccc1)NC(=O)c1cccs1)Nc1c(Cl)cccc1Cl	0.3	-38	2	10	-3	99	100	-14	-9
COc1ccccc1C(=O)Nc1ccc2c(c1)nc(CCNC(=O)c1ccco1)n2C	0.6	4	2	-5	-7	98	100	-25	-8
O=C(NCc1ccccc1)NC1CCS(=O)(=O)C1 (centres undefined)	-1.0	10	1	-13	5	75	87	-4	19
CC1=C(C(=O)Nc2ccc(C)cc2)C(c2ccc(C)o2)C2=C(CC(C)(C)CC2=O)N1 (centres undefined)	0.3	-6	7	6	-4	103	108	-32	10
CN(Cc1ccc(Br)cc1)CC(O)COc1cccc(Br)c1 (centres undefined)	0.2	-11	-64	7	-8	104	116	16	8
CC(=O)c1cc(N2CCOCC2)ccc1[N+](=O)[O-]	-0.2	9	8	0	-4	98	98	0	2
c1cnn(-c2nc(N3CCOCC3)nc(N3CCOCC3)n2)c1	2.7	-17	-1	-6	-1	98	96	-6	10
COc1ccc(-c2nc(CSCC(=O)NCc3ccc4c(c3)OCO4)c(C)o2)cc1	-1.2	4	-2	8	.	105	107	-17	8
Cn1cc(Cl)c(/C=C(\C#N)S(=O)(=O)c2ccccc2)n1	5.4	-5	13	0	-2	96	101	-1	9
Cc1ccc2nc3c(c(C(=O)OCC(=O)NC4CCS(=O)(=O)C4)c2c1)CCCC3 (centres undefined)	0.2	0	-2	-7	-5	98	90	-17	22
N#C/C(=C/c1ccc(N2CCOCC2)o1)c1ccc(Cl)cc1	0.7	0	27	.	1	.	.	-16	-16
COc1ccc([C@H]2C=C3CN(C(=O)OC(C)(C)C)S(=O)(=O)[C@H]3C[C@H]2OC(=O)c2ccc(C(F)(F)F)cc2)cc1	1.9	11	.	3	-4	106	102	.	-4
O=c1oc2ccccc2n1CCc1ccccc1	1.4	-2	-11	-8	0	97	98	-3	14
Cc1cccc(Oc2ccccc2NC(=O)c2cnccn2)c1	0.4	12	-4	-1	6	98	93	-4	-8
O=C1CN(C(=O)COC(=O)C2=COCCO2)c2ccccc2N1	-0.4	9	-4	1	0	97	102	-2	12
CC(C)(C)OC(=O)NCCCCCc1nnc(SCc2c(F)cccc2Cl)o1	-0.9	5	-6	0	-7	101	99	-49	-7
COC(=O)c1sc(NC(=O)CSc2nnnn2-c2cccc(OC)c2)nc1C	1.1	20	4	0	8	84	98	1	-38
COc1ccc(C2NC(=O)C(=O)/C2=C(\O)c2ccc(Cl)cc2)cc1OC (centres undefined)	1.3	-12	-2	5	-7	105	109	-3	-3
N#C/C(=C\C1=C(N2CCOCC2)C(=C\c2ccccc2)/CC1)C(=O)Nc1ccccc1F	11	-68	4	-3	1	8.0*[inhibitor]	.	-19	11
COCCC(=O)N1CCC(Oc2ccc(C(=O)NC3CCCCC3)cc2)CC1	-0.2	5	8	0	-2	100	99	-27	0
N#Cc1ccccc1CCN1C(=O)c2ccccc2C1=O	0.1	-4	0	2	-6	104	100	-2	-9
O=C(Nc1ccc(F)cc1)c1nn(-c2ccccc2)c(=O)cc1Cl	-1.1	36	-2	-20	-14	89	84	-7	2
Cc1cccc(C(=O)Nc2nnc(-c3ccco3)o2)c1	-2.2	13	2	5	0	96	89	-8	5
c1ccc(COc2ccccc2CNC23CC4CC(CC(C4)C2)C3)cc1	-2.2	-107	-49	14	-15	106	126	25	-13
COCCN(C(=S)Nc1cccc(C)c1)C(C)c1cccnc1 (centres undefined)	-0.2	2	-8	4	-3	103	102	-3	-1
NC(=O)c1ccc(NC(=O)COC(=O)c2c3c(nc4ccccc24)/C(=C\c2ccc4c(c2)OCO4)CCC3)cc1	255*	-234	-1	4	-4	101	105	-7	41
CCN(CC)CCn1c(NCc2ccc3c(c2)OCO3)nc2ccccc21	0.8	4	2	13	-9	106	109	10	22

Single records, from the list above.
`COC(=O)c1sc(NC(=O)CSc2nnnn2-c2cccc(OC)c2)nc1C` as listed: CRFR2-BP ag = 1.1; CRFR2-BP antag = 20; NS3 helicase inh = 4; MEKK2mut PB1 HTS = 0; GalR3 antagonist = 8; MEKK3 PB1 HTS = 84; MEKK2 WT-MEK5 = 98; DNA FID counter = 1; UBC9 SUMO inh = -38
`COc1ccc(C2NC(=O)C(=O)/C2=C(\O)c2ccc(Cl)cc2)cc1OC` (centres undefined) as listed: CRFR2-BP ag = 1.3; CRFR2-BP antag = -12; NS3 helicase inh = -2; MEKK2mut PB1 HTS = 5; GalR3 antagonist = -7; MEKK3 PB1 HTS = 105; MEKK2 WT-MEK5 = 109; DNA FID counter = -3; UBC9 SUMO inh = -3

More structures follow.
SMILES	CRFR2-BP ag	CRFR2-BP antag	NS3 helicase inh	MEKK2mut PB1 HTS	GalR3 antagonist	MEKK3 PB1 HTS	MEKK2 WT-MEK5	DNA FID counter	UBC9 SUMO inh
COc1ccc(S(=O)(=O)Nc2cccc(C)c2C)c2cccnc12	3.5	12	-3	1	-10	101	99	-16	13
O=C(Nc1nc(-c2ccc(F)cc2)cs1)c1ccc(N2C(=O)CCC2=O)cc1	0.4	-4	-2	-7	-8	74*[inhibitor]	79	-26	18
Cc1ccc(S(=O)(=O)N2CC(C)N(C(=O)N3CCOCC3)C2)cc1 (centres undefined)	3.7	0	11	0	-9	100	99	-7	3
O=S(=O)(CCSc1ccc(C(F)(F)F)cn1)c1ccccc1	-4.8	-5	22	-4	-4	99	97	-17	2
Cc1cc(Cl)c(S(=O)(=O)N2CCN(c3ccccn3)CC2)cc1OCC(N)=O	-2.5	-7	9	8	-4	104	107	-29	14
Cc1c(Br)cc(-c2nnco2)cc1Br	-0.7	-14	7	4	-8	97	104	-7	5
COc1cc2ncnc(NCc3ccccc3F)c2cc1OC	-4.1	-18	-8	1	-8	98	103	6	17
CCCCCOc1ccc(C(=O)OCC(=O)Nc2cc(C)c(C)cc2[N+](=O)[O-])cc1	1.8	-22	-15	0	-3	98	99	0	-5
CC1CCCC(C)N1/N=C/c1ccc(O)c(O)c1 (centres undefined)	2.2	-13	19	5	-11	100	102	-5	1
CCOc1ccc(C(c2c(O)nc(SC)n(C)c2=O)c2c(O)nc(SC)n(C)c2=O)cc1	-0.5	-13	0	-6	4	96	100	2	-12
CCOc1ccc(C(=O)N2CCN(c3ccccc3)CC2)cc1OCC	-2.2	26	3	8	-3	108	109	-30	6
COc1ccc(C(=O)C2CCCN(C(=O)c3ccc(CSC)o3)C2)cc1F (centres undefined)	-1.1	-1	-9	9	-2	105	112	-41	-5
CCOc1ccc(CC(=O)N/N=C/c2cccnc2)cc1	-2.9	5	-1	5	-2	107	102	-8	-7
Cc1cc(C)cc(-n2nnnc2SCC(=O)Nc2nc(-c3ccc(Cl)cc3)cs2)c1	-0.2	-14	-2	7	-3	109	103	-1	4
CCOc1cccc(CN2CCCC(C(=O)Nc3cccc(-n4cccn4)c3)C2)c1 (centres undefined)	-1.8	-33	-26	10	-3	104	120	15	-2
CN(Cc1nccs1)C(=O)C1CCC(=O)N(CCc2cccc(F)c2)C1 (centres undefined)	1.9	1	-4	-5	-3	103	99	-19	15
Cc1cc(Nc2ccccc2C(=O)O)nc2nc3ccccc3c(=O)n12	3.8	-3	11	0	-6	104	102	-4	10
CN(C)c1ccc(-c2nnc(SCC3CCCO3)n2C)cc1 (centres undefined)	1.6	-30	-7	1	-2	94	89	-4	17
N=c1n(CC(=O)c2ccc([N+](=O)[O-])cc2)c2ccccc2n1Cc1ccc(Cl)cc1	1.9	-5	-8	50	-8	108	138*	28	18
CCC(C(=O)NCc1ccco1)N(C(=O)CNS(=O)(=O)c1ccc(C)cc1)c1ccccc1F (centres undefined)	-0.7	-6	-2	-1	-8	99	98	-34	3

Screening results as filed in PubChem.

An excerpt; the hit share may differ from the screen's.
